Bioassay records from PubChem BioAssay.
Tat transport = E. coli Tat transport inhibition; AID 488895; inhibition, % at 10 µM; E. coli MC4100 TorA-mCherry Tat export, fluorescence; 0.036% of 340,000 active;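 active = mean replicate inhibition at least 50% and at least half of replicates individually reaching 50%; inconclusive = only one of the two criteria met; inactive = neither criterion met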;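 also: exported cargo escapes ClpAP degradation while cytoplasmic cargo is degraded and loses fluorescence; 0% = median of neutral control wells and 100% = median of NaSCN control wells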
Ecoli viability = reduces bacterial viability in AddAB counter-screen | E. coli V3065 growth, OD600 absorbance, 18 h | inhibition, % at 11.9 µM | 0.27% of 330,000 active | AID 449728;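 active = inhibition above the campaign's mean inhibition across all tested compounds plus 3 SD, cut at about 9.9% in these data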;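 also: uninfected addAB+ strain grown without phage in ampicillin broth; 0% = DMSO wells and 100% = ciprofloxacin 0.95 µg/ml wells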
Wnt act = activators of Wnt/beta-catenin signaling; Wnt/beta-catenin reporter cell assay, activator, plate reader; activation, % at 9.35 µM; 1.2% of 300,000 active; AID 743398; in the data active = activation above about 30%, passing the limit was not always enough; inconclusive = no clear call, values can overlap the other calls;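 also: 0% = neutral control wells and 100% = positive control wells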
CAL PDZ inh = blocks peptide binding to human CAL PDZ domain; AID 504414; Q9HD26; 0.02% of 330,000 active; inhibition, % at 20 µM; purified CAL PDZ, TMR-peptide fluorescence polarization, 1 h;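 active = highest replicate inhibition of at least 40%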;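 also: plate controls were DMSO neutral control wells for no effect and unlabeled competitor peptide control wells for full effect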
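Test system: tagged CAL PDZ domain / Buffer or medium: sodium phosphate/NaCl buffer pH 7.4 with TCEP, IgG, Thesit / Reagent: TMR-labelled reporter peptide T*-PRC34 bound in PDZ groove / Compound dosing: single point, 20 µM / Schedule: 1 h incubation at room temperature before polarization reading / Technique: fluorescence polarization (mP) / Benchmarks: unlabelled peptide, DMSO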
AddAB inh = less growth of phage-infected E. coli with AddAB. inhibition, % at 11.9 µM. E. coli expressing H. pylori AddAB, absorbance growth. AID 435030. 0.29% of 330,000 active; in the data active = inhibition above about 12%;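 also: 0% = vehicle wells of infected cells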
Rtt109 Vps75 = C. albicans Rtt109 histone acetyltransferase inhibition; Q5AAJ8; purified Rtt109/Vps75, ThioGlo CoA-SH fluorescence, 4 h; inhibition, % at 34.9 µM; 0.16% of 330,000 active;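 active = inhibition of at least 50% in every replicate; inconclusive = best replicate reaches 50% inhibition but some replicates fall short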
Target sequence (Q5AAJ8 whole entry, looked up): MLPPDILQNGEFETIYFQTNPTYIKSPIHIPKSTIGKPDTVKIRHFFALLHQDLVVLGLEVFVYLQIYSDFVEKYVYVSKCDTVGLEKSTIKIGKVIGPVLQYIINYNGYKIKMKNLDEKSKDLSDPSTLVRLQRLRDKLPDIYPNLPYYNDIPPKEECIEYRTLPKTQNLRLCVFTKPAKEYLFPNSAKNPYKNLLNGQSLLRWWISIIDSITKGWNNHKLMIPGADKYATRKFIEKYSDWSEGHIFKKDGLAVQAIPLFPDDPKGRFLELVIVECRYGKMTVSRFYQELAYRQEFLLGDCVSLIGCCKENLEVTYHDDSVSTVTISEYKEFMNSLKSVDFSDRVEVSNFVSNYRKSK
PfHsp90 set2 = reduces growth (ATP signal) of yeast expressing P. falciparum Hsp90; S. cerevisiae expressing PfHsp90, BacTiter-Glo ATP, 48 h; yeast lacking PDR1 and PDR3 efflux regulators; inhibition, % at 9.4 µM; 0.32% of 310,000 active;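 active = every replicate shows inhibition above about 80%, whatever the replicate mean, limit read from the data; inconclusive = mean inhibition reaches the set limit but some replicate falls short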;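 also: 0% = DMSO neutral controls and 100% = 20 µM radicicol positive controls; yeast relying on Plasmodium falciparum Hsp90 in place of its own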
PvdQ acylase = blocks Pseudomonas aeruginosa PvdQ acylase activity. purified PvdQ acylase, fluorescence plate reader. inhibition, % at 10 µM. 0.063% of 340,000 active. AID 488965; in the data active = inhibition above about 30%, passing the limit was not always enough; inconclusive = no clear call, values can overlap the other calls;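 also: 0% = vehicle neutral wells and 100% = reference inhibitor wells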
DAGLB inhibitor = blocks human DAGLB lipase activity; Q8NCG7; HEK293T DAGLB membrane lysate, EnzChek fluorogenic substrate; 0.059% of 340,000 active; inhibition, % at 5.17 µM; in the data active = inhibition above about 34%;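 also: 0% = enzyme with vehicle and 100% = wells lacking enzyme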
Target sequence (Q8NCG7 whole entry, looked up): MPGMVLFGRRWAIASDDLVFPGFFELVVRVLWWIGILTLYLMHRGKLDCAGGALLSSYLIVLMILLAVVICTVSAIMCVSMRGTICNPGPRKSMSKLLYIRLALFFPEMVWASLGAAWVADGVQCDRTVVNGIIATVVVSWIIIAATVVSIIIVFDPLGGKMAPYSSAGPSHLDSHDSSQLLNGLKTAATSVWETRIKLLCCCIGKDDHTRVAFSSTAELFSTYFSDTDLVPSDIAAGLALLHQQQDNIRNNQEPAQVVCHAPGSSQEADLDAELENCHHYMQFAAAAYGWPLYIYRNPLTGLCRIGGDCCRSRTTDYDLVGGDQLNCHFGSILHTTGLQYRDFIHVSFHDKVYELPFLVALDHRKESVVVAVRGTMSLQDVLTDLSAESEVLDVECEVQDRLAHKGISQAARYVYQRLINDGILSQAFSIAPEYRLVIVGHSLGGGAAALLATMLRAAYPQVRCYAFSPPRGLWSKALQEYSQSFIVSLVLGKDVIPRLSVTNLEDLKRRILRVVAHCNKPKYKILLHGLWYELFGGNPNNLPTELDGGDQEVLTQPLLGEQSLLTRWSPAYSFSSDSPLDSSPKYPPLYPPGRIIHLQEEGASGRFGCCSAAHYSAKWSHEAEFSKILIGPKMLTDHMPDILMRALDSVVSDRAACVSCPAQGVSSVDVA
phage Ecoli inh = E. coli growth loss with phage present. growth absorbance. inhibition, % at 11.9 µM. 0.26% of 360,000 active; in the data active = inhibition above about 11%
The depositor's hits bear a star; ? = inconclusive; / = no result given.

Start of the listing, in advance:
SMILES | Tat transport | Ecoli viability | Wnt act | CAL PDZ inh | AddAB inh | Rtt109 Vps75 | PfHsp90 set2 | PvdQ acylase | DAGLB inhibitor | phage Ecoli inh
CCN(CC)S(=O)(=O)c1ccc(N2CCCC2)c(NS(=O)(=O)c2ccc(OC)cc2)c1 | 11.1 | -2.6 | / | -0.4 | 1.5 | 1.6 | -0.4 | -4.2 | -1.3 | 1.9
Cc1cccc(N(C(=O)c2ccco2)C(C(=O)NC2CCCC2)c2ccco2)c1C (configuration not stated) | -4.9 | / | -2.2 | -0.9 | / | 16.6 | 3.3 | 9.5 | -2.8 | -1.8

The whole of this part, from the start:
SMILES | Tat transport | Ecoli viability | Wnt act | CAL PDZ inh | AddAB inh | Rtt109 Vps75 | PfHsp90 set2 | PvdQ acylase | DAGLB inhibitor | phage Ecoli inh
CCN(CC)S(=O)(=O)c1ccc(N2CCCC2)c(NS(=O)(=O)c2ccc(OC)cc2)c1 | 11.1 | -2.6 | / | -0.4 | 1.5 | 1.6 | -0.4 | -4.2 | -1.3 | 1.9
Cc1cccc(N(C(=O)c2ccco2)C(C(=O)NC2CCCC2)c2ccco2)c1C (configuration not stated) | -4.9 | / | -2.2 | -0.9 | / | 16.6 | 3.3 | 9.5 | -2.8 | -1.8
C#CCOCCOCCOCCNc1nc(N2CCN(C(=O)CCCCCCCCCCNC(=O)[C@H](CCCCN)n3cc(CCCC(=O)O)nn3)CC2)nc(N2CCN(C(=O)CCCCCCCCCCNC(=O)[C@H](CCCN=C(N)N)n3cc(C[C@@H](C)CC)nn3)CC2)n1 | 23.0 | -1.8 | / | -1.5 | 0.5 | ? | 18.3 | -12.1 | 2.8 | /
COc1ccc(C2=NS(=O)(=O)N(C)C(C(=O)NCc3ccccn3)=C2)cc1 | -9.7 | 0.2 | 0.0 | -0.3 | -2.2 | 1.6 | -10.9 | 0.4 | -0.3 | 1.0
CC(C)(C)NC(=O)CN1CCN(C(=O)CCl)CC1 | -5.0 | 0.2 | -3.5 | -0.5 | 1.4 | 7.6 | -3.7 | -2.1 | 0.4 | 0.1
Cc1cc(OCc2cc(C(=O)NCc3cc(C(C)C)no3)no2)cc(C)c1Cl | -1.1 | 0.2 | 40.5* | -2.2 | -0.2 | 4.3 | 2.7 | 6.9 | -5.3 | -1.4
CC(NC(=O)c1ccc(F)cc1)c1nc2ccccc2n1Cc1ccccc1F (configuration not stated) | 9.7 | 0.9 | -3.0 | -3.3 | 1.1 | -2.4 | 10.9 | -7.9 | -2.1 | /
Cn1nccc1C(=O)N1CCN(S(=O)(=O)c2ccc(Br)s2)CC1 | -3.8 | -1.4 | -1.1 | -3.7 | -0.1 | 4.3 | 1.5 | -16.1 | 1.8 | -0.4
CC(=O)Oc1cccc(N2C(=O)C3CC=CCC3C2=O)c1 (configuration not stated) | 1.2 | -1.7 | 0.9 | 0.5 | 0.8 | -0.3 | -14.5 | -10.1 | -3.1 | 3.1
C/C(=N/NC(=O)c1ccc(-c2ccccc2)cc1)c1cc(O)cc(O)c1 | -40.3 | / | 3.6 | -1.2 | / | 12.9 | 24.2 | -8.6 | -6.5 | 2.3
O=C(Nc1ccc(F)cc1)OCCOc1ccc([N+](=O)[O-])cc1 | -3.1 | -0.1 | -0.9 | -0.8 | -1.8 | 4.2 | 4.0 | 12.3 | -3.6 | -0.6
CC(NC(=O)Nc1ccc2c(c1)OCO2)C1CCCO1 (configuration not stated) | -1.6 | 0.0 | / | -0.4 | -0.1 | -4.3 | -27.7 | -4.4 | 1.1 | 1.6
O=C(NC(O)C(=O)c1cccs1)c1cccnc1 (configuration not stated) | 1.9 | 5.0 | / | -0.2 | 2.6 | -1.0 | -18.9 | -14.5 | 1.8 | 1.5
Cc1cc(C)n2nc(C(=O)OCC(=O)Nc3ccc(C)c(S(=O)(=O)N4CCOCC4)c3)nc2n1 | -0.8 | -2.8 | -1.7 | 0.1 | -1.5 | 11.6 | 5.7 | 18.1 | 1.4 | 3.3
CC(=O)Nc1ccc(S(=O)(=O)NC2=C(N3CCN(c4ccc(F)cc4)CC3)C(=O)c3ccccc3C2=O)cc1 | -3.1 | -2.5 | -1.1 | -1.1 | 1.6 | -31.9 | -5.5 | -3.6 | 32.6 | 4.2
O=c1c(-c2ccccc2)c(O)nc2ccccn12 | 9.5 | -1.4 | -1.5 | -2.3 | -0.9 | 14.0 | 9.2 | 8.4 | 0.4 | 2.6
O=C(CC1CCCC1)Nc1nc2ccccc2[nH]1 | 4.3 | 0.4 | 39.7* | 0.0 | 0.3 | -6.7 | / | -11.3 | 0.1 | 0.9
Cc1nn(CC2CCCCC2)c(N)c1-c1ccccc1 | -6.7 | 1.9 | / | -3.2 | 1.5 | 1.4 | 7.4 | -27.5 | -4.7 | 2.5
O=C(CN1CCN(S(=O)(=O)N2CCOCC2)CC1)Nc1ccc(Cl)c(Cl)c1 | 2.1 | -0.6 | -2.5 | -4.3 | 4.9 | 5.5 | -17.1 | 8.6 | -3.3 | 0.6
CC(C)(C)N1CC(COc2ccccc2)OC1=O (configuration not stated) | 0.0 | 1.2 | 9.8 | -0.5 | 4.5 | 2.0 | -12.1 | -6.1 | -2.0 | 0.5
CCOC(=O)N1CCC(NC(=O)c2cccc3c2C(=O)N(Cc2cccnc2)C3)CC1 | 2.1 | 0.3 | -1.9 | -2.3 | 1.9 | -13.6 | -14.1 | -15.3 | -0.7 | -0.3
O=S(=O)(c1ccc(F)cc1)N1CCC(N2CCCCCC2)CC1 | -9.9 | -1.4 | / | -1.4 | 1.6 | -0.1 | / | 6.0 | -0.3 | 3.0
CC(Sc1cccc[n+]1[O-])c1ccccc1 (configuration not stated) | -9.6 | 1.3 | -0.3 | -0.1 | 1.3 | 5.1 | -5.8 | -2.2 | 0.1 | -0.2
CCOc1ccc(NC(=O)N2CC(C)OC(C)C2)cc1 (configuration not stated) | 2.1 | / | -1.7 | 0.4 | / | -1.0 | 11.5 | -15.8 | -1.2 | 3.3
CCc1cccc(CC)c1NC(=S)N(CCN(C)C)C(C)c1cccnc1 (configuration not stated) | -5.3 | 0.2 | -1.3 | -0.3 | 0.7 | 15.9 | / | 7.5 | -0.1 | 4.4
CN1CCN(C(=O)c2ccc3c(c2)N(Cc2cccc(Cl)c2)C(=O)c2ccccc2S3=O)CC1 (configuration not stated) | 1.0 | -0.9 | -2.7 | -0.4 | -0.6 | 0.5 | 4.6 | -8.5 | -0.1 | 0.6
COc1cccc(C(=O)N2CCN(CCCc3ccccc3)CC2)c1OC | -3.0 | 0.9 | 0.8 | -1.0 | -0.8 | -8.8 | / | -8.8 | 1.0 | -0.7
CNC(=S)Nc1ccc2nc(C)c(C)nc2c1 | 0.7 | 1.2 | 2.8 | -0.5 | 1.8 | -6.7 | -9.1 | -1.2 | 1.1 | 1.2
N#CC1(NC(=O)COc2cccnc2[N+](=O)[O-])CCCCC1 | -1.7 | -1.6 | -0.8 | 0.1 | 1.1 | -2.1 | 6.4 | 13.6 | 0.3 | 1.0
CCN(CC(=O)Nc1ccc(OC)c(OC)c1)S(=O)(=O)c1ccc(C)cc1 | -2.7 | -3.0 | / | -1.1 | 2.2 | 6.9 | / | -9.1 | -0.4 | 1.4
O=C(CN1CCN(c2ccccn2)CC1)NC(=O)NC1CCCCC1 | 0.9 | 0.5 | / | 0.1 | 1.2 | -2.0 | 5.3 | -13.3 | -0.1 | 2.5
O=C(c1ccccc1)c1cnc(-c2ccccc2)s1 | -0.5 | -0.2 | 11.9 | -1.0 | -0.2 | -2.9 | -19.8 | 6.2 | -16.4 | 1.7
COc1ccc(N2C(=O)c3ccccc3NC2(C)C)cc1 | -7.9 | 1.1 | -1.3 | -3.1 | 2.9 | -11.2 | / | -3.3 | -1.1 | -0.2
C=CCSc1nnc(NC(=O)CSCc2c(C)noc2C)s1 | -12.5 | -0.5 | -0.4 | -3.7 | 0.8 | 0.3 | 13.1 | -5.7 | 3.1 | 2.9
CCn1c(=S)[nH]c2c(=O)n(C)c(=O)n(C)c21 | -2.0 | / | -0.5 | 0.1 | / | 7.9 | -8.0 | 6.6 | -1.8 | 2.3
Cn1cc2ccc(N)cc2n1 | -6.4 | / | 3.0 | -0.7 | / | 8.7 | -3.2 | -1.6 | -0.4 | 5.7
O=C(COC(=O)c1ccccn1)Nc1cccc2ccccc12 | 1.9 | -1.0 | -1.3 | -0.8 | -1.5 | -0.1 | 5.1 | 7.9 | -2.6 | 1.8
Cn1c(=O)c2cc(S(=O)(=O)Nc3cc(C(=O)O)cc(C(=O)O)c3)ccc2n(C)c1=O | -7.6 | 2.1 | -0.9 | -2.3 | 2.4 | 2.4 | 0.4 | 1.3 | -1.5 | 1.3
O=C(CNC(=O)c1ccccc1)NCC(=O)OCC(=O)c1ccccc1 | -5.9 | -0.3 | -0.9 | -0.7 | 2.5 | 2.1 | -21.2 | -5.1 | -1.6 | 2.6
CCCCOP(=O)(c1ccc(N(C)C)cc1)C(O)c1ccc(OC)c(OC)c1 (configuration not stated) | -1.7 | -0.2 | -1.5 | 0.5 | 0.8 | 6.5 | -0.3 | 3.9 | -2.2 | 2.9
COc1ccccc1N1CCN(C(=O)C2CC(=O)N(c3ccccc3)C2)CC1 (configuration not stated) | 0.2 | -3.2 | -1.0 | -2.5 | 2.5 | -6.3 | -23.2 | -10.3 | 1.6 | 1.1
O=C(Cn1c(=O)oc2ccccc21)N1CCOCC1 | -1.9 | -1.6 | 27.2 | -1.2 | 5.1 | ? | 17.3 | 7.9 | -1.9 | 2.1
CCCCN(C(=O)c1c(C)[nH]c(C(=O)OCC)c1C)c1ccccc1 | 2.2 | -0.6 | -1.1 | -0.8 | 0.0 | 5.1 | -4.1 | -7.2 | 1.0 | 1.1
COc1ccc(C(CC(=O)NC(C)(C)C)n2cccc2)cc1 (configuration not stated) | 3.6 | 0.5 | / | 0.1 | 4.6 | 3.7 | 12.5 | -9.8 | -2.4 | 3.0
COCCNC(=O)Cn1nc(-c2ccc(C)cc2)ccc1=O | 0.4 | / | / | -0.6 | / | -12.2 | 2.3 | -5.1 | -3.6 | /
O=C(CN1C(=O)COc2ccc(S(=O)(=O)N3CCOCC3)cc21)NCc1ccco1 | -0.7 | 0.6 | 26.2 | -0.8 | 1.5 | -3.8 | 1.6 | -11.7 | 2.7 | 1.5
Cc1cccc(-n2c(SCC(=O)NCc3ccco3)nc3ccccc3c2=O)c1 | 1.1 | -0.1 | / | -1.7 | 0.4 | 5.2 | / | 1.7 | -0.6 | 0.7
O=C(CNC(=O)c1ccco1)N/N=C/c1ccc(O)cc1O | 6.3 | -1.1 | -3.0 | -1.3 | 3.1 | -44.4 | 2.7 | -9.2 | -1.1 | -1.4
O=C(NC(C(=O)c1ccccc1)N1CCCCCC1)c1ccco1 (configuration not stated) | 0.0 | -0.7 | 0.6 | -0.6 | -1.2 | 4.9 | 16.0 | -8.5 | -1.1 | 2.2
O=C(NNC(=O)c1ccc(Br)s1)c1ccc(F)c(S(=O)(=O)N2CCOCC2)c1 | -5.4 | -3.5 | -1.7 | -0.7 | -2.8 | 2.2 | 22.0 | -2.1 | -3.2 | 2.3
CC/C(=N/NC(=O)CCC(=O)Nc1ccccc1OC)c1ccccc1 | -9.6 | 1.8 | 8.5 | -2.3 | -0.2 | 2.6 | -0.9 | -3.7 | -1.5 | 3.7
